Sm TGR block – qHTS Assay for the Inhibitors of Schistosoma Mansoni Peroxiredoxins; Potency, µM (titrated, usually from 114 µM), for the others: top-dose activity change, negative = inhibition, hits mostly inhibitors; Schistosoma mansoni thioredoxin glutathione reductase (TGR), Q962Y6; purified TGR, DTNB reduction, TNB absorbance 405 nm; actives 3% (n = 360,000); further: potency means the concentration at half of the fitted maximal effect; nearly all actives have a fitted effect of over 60% in size
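Kinetic colorimetric format: TGR-catalysed, NADPH-driven DTNB reduction monitored via TNB absorbance. Enzyme dispensed at 20 nM; compound exposure 15 min at room temperature before reaction start.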
FBPA Giardia inh – qHTS Assay for Inhibitors of Fructose-1,6-bisphosphate Aldolase from Giardia Lamblia. A8B2U2. purified Giardia FBPA. Potency, µM (series often up to 59.6 µM), inactives show at the top dose activity, negative = inhibition, usual class: inhibitors. actives 0.71% (n = 290,000). AID 2451, 2010; further: potency means the concentration at half of the fitted maximal effect; nearly all actives have a fitted effect of over 55% in size
Target sequence (A8B2U2 whole entry, looked up): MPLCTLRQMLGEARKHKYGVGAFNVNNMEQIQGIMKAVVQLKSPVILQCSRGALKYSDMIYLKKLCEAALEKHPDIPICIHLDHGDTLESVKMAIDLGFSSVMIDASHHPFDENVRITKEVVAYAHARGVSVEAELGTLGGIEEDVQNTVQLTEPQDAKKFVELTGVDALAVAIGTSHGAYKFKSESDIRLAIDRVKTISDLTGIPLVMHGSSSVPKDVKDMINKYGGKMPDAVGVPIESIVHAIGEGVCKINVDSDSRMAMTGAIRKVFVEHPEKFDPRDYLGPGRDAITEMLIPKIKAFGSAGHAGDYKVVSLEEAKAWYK
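Giardia FBPA (40 nM reagent) was preincubated 10 min at RT with compound (up to 57.5 uM final), then substrate plus GAPDH/TPI/NAD/arsenate coupling system with diaphorase/resazurin was added; resorufin fluorescence (525/598 nm) was read after 20 min.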
HCMV antiviral – qHTS Assay for inhibitors of the human cytomegalovirus (HCMV). AID 1259415, 2018. activity change, negative = inhibition, % at 57.5 µM. HFF cells, HCMV-luciferase reporter, 72 h; hits give low values. actives 4.5% (n = 410,000); in the data active means activity change below about -60%; inconclusive means no clear call, values can overlap the other calls; inactive means above about -39%
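Screen run at 2 compound doses on HFFs infected with reporter HCMV, MOI 1 PFU/cell. Luciferase activity from cell lysates at 72 h post infection gave inhibition relative to buffer-only and Salinomycin wells.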
AmpC inh no detg – qHTS Inhibitors of AmpC Beta-Lactamase (assay without detergent); Potency, µM (series often up to 57.1 µM), for the others: top-dose activity change, negative = inhibition, most hits filed as inhibitors; actives 0.52% (n = 330,000); AmpC nitrocefin hydrolysis, absorbance 480 nm, 0.0001% Triton; P00811;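 further: potency means the concentration at half of the fitted maximal effect; plate controls were no compound for no effect and no enzyme for full effect; nearly all actives have a fitted effect of over 20% in size; some results filed as inactive show a strong effect at the top dose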
Target sequence (P00811 whole entry, looked up): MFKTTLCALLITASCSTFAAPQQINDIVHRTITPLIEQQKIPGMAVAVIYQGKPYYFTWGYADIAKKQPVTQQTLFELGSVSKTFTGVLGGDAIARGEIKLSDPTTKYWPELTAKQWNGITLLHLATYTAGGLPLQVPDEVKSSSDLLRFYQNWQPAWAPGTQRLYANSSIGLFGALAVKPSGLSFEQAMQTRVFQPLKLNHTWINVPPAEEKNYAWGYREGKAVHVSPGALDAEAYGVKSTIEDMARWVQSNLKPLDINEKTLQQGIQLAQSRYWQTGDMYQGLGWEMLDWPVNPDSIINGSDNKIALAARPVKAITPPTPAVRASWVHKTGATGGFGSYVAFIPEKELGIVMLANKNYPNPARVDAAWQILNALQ
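AmpC (5.3 nM in the dispensed reagent) in 20 mM phosphate pH 7.0 with 0.01% (detergent screen) or 0.0001% Triton X-100 was preincubated with compounds for 15 min at room temperature. Nitrocefin was then added from an 800 uM solution, and hydrolysis was followed at 480 nm.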
HCV inh – qHTS Assay for Inhibitors of Hepatitis C Virus (HCV). Huh7.5.1 HCVcc-Cre infection, luciferase reporter, 44 h. actives 3.4% (n = 340,000). Potency, µM (highest dose often 41.8 µM), without a hit: at the highest dose activity change, negative = inhibition, most hits filed as inhibitors; further: potency means the concentration at half of the fitted maximal effect
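Cells (1,000/well) were plated 4 h before compound, then infected with HCVcc-Cre virus (~0.5 moi). After 44 h further culture, infection was read as luciferase luminescence following a 15 min substrate incubation at room temperature.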
AmpC inh detg – qHTS Inhibitors of AmpC Beta-Lactamase (assay with detergent); actives 0.041% (n = 370,000); AmpC hydrolysis of nitrocefin, absorbance 480 nm, 0.01% Triton; P00811; Potency, µM (titrated, usually from 114 µM), without a hit: at the top dose activity change, negative = inhibition, hits mostly inhibitors;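 further: potency means the concentration at half of the fitted maximal effect; 0% = no-compound wells and -100% = no-enzyme wells; nearly all actives have a fitted effect of over 25% in size; some results filed as inactive show a strong effect at the top dose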
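20 mM phosphate pH 7.0 + 0.01% (detergent screen) or 0.0001% Triton X-100; 5.3 nM AmpC reagent; cpd preinc 15 min RT; nitrocefin (800 uM stock) to start; A480 q20 s × 4 min; Activity was normalised to no-enzyme and no-compound control wells.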
Starred values were filed as active, the others as inactive; [ ] = dose if it differs, or a comment. Unless noted, the call rests on the fitted dose curve; in most records, active means well fitted curve in the direction sought with a large enough effect; inconclusive means small, poorly fitted or top-dose-only effect, or another doubt; inactive means no such curve, though single readings can be large; an effect the other way counts as inactive or inconclusive. Unless noted, on the % scale 0 is the no-effect control and ±100 the full control effect.

For CC1=Nc2cccc3cccc(c23)N1 the results were Sm TGR block 40µM*, FBPA Giardia inh 6%, HCMV antiviral -26, AmpC inh no detg 0%, HCV inh inconclusive and AmpC inh detg -8%.
Screening O=C(OCC1CCCO1)c1ccc2c(c1)N(Cc1ccccc1Cl)C(=O)c1ccccc1S2(=O)=O (configuration not stated) returned Sm TGR block -4%, HCMV antiviral -5 and AmpC inh detg 0%.
Screening CC(=O)Oc1cc2oc(=O)cc(C)c2cc1Cl returned Sm TGR block 1%, FBPA Giardia inh -4%, HCMV antiviral -36, AmpC inh no detg -2%, HCV inh 13% and AmpC inh detg 1%.
Cc1nn(-c2ccccc2)c2c1C(c1ccc3c(c1)OCO3)SCC(=O)N2 (configuration not stated) was read as Sm TGR block 2%, FBPA Giardia inh -1%, HCMV antiviral -16, AmpC inh no detg -21%, HCV inh inconclusive and AmpC inh detg 1%.
CCn1c(SCC(=O)Nc2ccc(F)cc2)nc2ccccc2c1=O was read as Sm TGR block -8%, FBPA Giardia inh 13%, HCMV antiviral -69*, AmpC inh no detg -15%, HCV inh -19% and AmpC inh detg -14%.
O=C(N/N=C/c1ccc([N+](=O)[O-])o1)c1sc2ccccc2c1Cl was read as Sm TGR block -16%, FBPA Giardia inh -8%, HCMV antiviral inconclusive, AmpC inh no detg -34%, HCV inh inconclusive and AmpC inh detg -1%.
`CCOC(=O)C1=CN(Cc2ccco2)S(=O)(=O)N(C)C1c1ccc(F)c(Cl)c1` (configuration not stated) gave HCMV antiviral -21, AmpC inh no detg -3% and HCV inh inconclusive.
Screening COc1ccc(-n2c(=O)c3c(C)c(C)sc3n(Cc3cccc(F)c3)c2=O)c(OC)c1 returned Sm TGR block -6%, FBPA Giardia inh -3%, HCMV antiviral inconclusive, AmpC inh no detg -24%, HCV inh inconclusive and AmpC inh detg -7%.
CC1CCN(c2nnc(NC(=O)Cn3c(=O)oc4ccccc43)s2)CC1 was read as Sm TGR block 2%, FBPA Giardia inh 2%, HCMV antiviral -8, AmpC inh no detg -9%, HCV inh 13% and AmpC inh detg -4%.
Screening COCCn1c(C)cc(C(=O)CN2C(=O)NC3(CCCCCCC3)C2=O)c1C returned Sm TGR block 0%, FBPA Giardia inh -3%, HCMV antiviral 123, AmpC inh no detg 37%, HCV inh 1% and AmpC inh detg -18%.
Cc1ccc(NC(=O)N(C2CCCCC2)C(C)c2cccnc2)cc1C (configuration not stated) was read as Sm TGR block -1%, FBPA Giardia inh 0%, HCMV antiviral -68*, AmpC inh no detg -12%, HCV inh 6% and AmpC inh detg inconclusive.
`C#CCOCCOCCOCCNc1nc(N2CCN(C(=O)CCCCCCCCCCNC(=O)Cn3cc(C[C@@H](C)O)nn3)CC2)nc(N2CCN(C(=O)CCCCCCCCCCNC(=O)[C@H](CO)n3cc(CCCSC)nn3)CC2)n1` gave Sm TGR block 3%, HCMV antiviral -85*, AmpC inh no detg 214%[activator], HCV inh 13% and AmpC inh detg 1%.
For COc1ccc(C(=O)Nc2c(N)nc(SCC(=O)N3CCC(C)CC3)[nH]c2=O)cc1 the results were Sm TGR block 1%, HCMV antiviral 35, AmpC inh no detg -13% and AmpC inh detg -5%.
For CCN1CCN(c2cc(C)c3cc(NC(=O)c4cc(OC)c(OC)c(OC)c4)ccc3n2)CC1 the results were Sm TGR block -7%, HCMV antiviral -7 and AmpC inh detg -9%.
For CCNc1nc(OCC)nc(N2CCC(Cc3ccccc3)CC2)n1 the results were Sm TGR block 3%, FBPA Giardia inh 6%, HCMV antiviral 35, AmpC inh no detg -23%, HCV inh -1% and AmpC inh detg -13%.
N#C/C(=C/c1ccc(N2CCOCC2)o1)C(=O)N1CCOCC1 was read as Sm TGR block inconclusive, FBPA Giardia inh -21%, HCMV antiviral -8, AmpC inh no detg -15%, HCV inh -6% and AmpC inh detg -7%.
Screening CCN(CC)c1ncnc2sc(C(=O)N3CCN(c4ccc(OC)cc4)CC3)c(C)c12 returned Sm TGR block 4%, FBPA Giardia inh -2%, AmpC inh no detg -1%, HCV inh -9% and AmpC inh detg 1%.
`Cc1cnn(-c2cc(N/N=C/c3ccccc3)ncn2)c1` gave Sm TGR block 11%, FBPA Giardia inh 9%, HCMV antiviral 4, AmpC inh no detg -22%, HCV inh 11% and AmpC inh detg -3%.
Screening O=C(Nc1ccc(S(=O)(=O)NCc2ccco2)cc1)c1ccc2ccccc2n1 returned Sm TGR block -25%, FBPA Giardia inh 6%, HCMV antiviral -22, AmpC inh no detg -36%, HCV inh inconclusive and AmpC inh detg -11%.
For O=C(N/N=C\c1ccc[nH]1)C1COc2ccccc2O1 (configuration not stated) the results were Sm TGR block -1%, FBPA Giardia inh -15%, HCMV antiviral -19, AmpC inh no detg -10%, HCV inh 5% and AmpC inh detg 6%.
CCCOc1ccccc1C(=O)N1CCC(c2nc3ccccc3s2)CC1 was read as Sm TGR block 2%, HCMV antiviral -36 and AmpC inh detg 22%.
COC(=O)Cc1ccc(NC(=S)NCCCN2CCOCC2)cc1 was read as Sm TGR block -15%, FBPA Giardia inh -2%, HCMV antiviral -28, AmpC inh no detg -9%[2.29 µM], HCV inh 10% and AmpC inh detg inconclusive.
`O=C(c1c[nH]cc1-c1ccccc1)c1cccc2ccccc12` gave Sm TGR block 4%, FBPA Giardia inh -18%, HCMV antiviral 6, AmpC inh no detg -46%, HCV inh -26% and AmpC inh detg -1%.
For Nc1ccc2c(c1)C(=O)C(=O)c1ccccc1-2 the results were Sm TGR block -13%, FBPA Giardia inh inconclusive, HCMV antiviral -98*, AmpC inh no detg -22%, HCV inh 2.5µM* and AmpC inh detg 13%.
Screening CCOc1ccc(CN2CCNC(=O)C2CC(=O)NCCCOc2cccnc2)cc1 (configuration not stated) returned Sm TGR block -26%, FBPA Giardia inh 17%, HCMV antiviral 22, AmpC inh no detg 36%, HCV inh -5% and AmpC inh detg inconclusive.
For COc1ccc(Oc2cc(NC(=O)c3nn(C)cc3[N+](=O)[O-])cc([N+](=O)[O-])c2)cc1 the results were Sm TGR block -23%, FBPA Giardia inh -3%, HCMV antiviral -110*, AmpC inh no detg -21%, HCV inh inconclusive and AmpC inh detg -16%.
CCC(=O)NNc1nc2c(F)cc(F)cc2s1 was read as Sm TGR block 1%, FBPA Giardia inh -1%, HCMV antiviral inconclusive, AmpC inh no detg -12%, HCV inh 20% and AmpC inh detg inconclusive.
For CCN(CC)C(=O)c1sc2nc(-c3ccc(OC)cc3)cn2c1C the results were Sm TGR block 3%, FBPA Giardia inh 3%, HCMV antiviral 30, AmpC inh no detg 46%, HCV inh -4% and AmpC inh detg -6%.
Screening O=C(O)/C=C/C(=O)c1ccc(O)cc1 returned Sm TGR block 3.2µM*, FBPA Giardia inh -2%, HCMV antiviral -26, AmpC inh no detg -1%, HCV inh 11% and AmpC inh detg 2%.
For CCc1ccc(S(=O)(=O)Nc2c(C)nn(C)c2C)cc1 the results were Sm TGR block -1%, FBPA Giardia inh 3%, HCMV antiviral -69*, AmpC inh no detg -13%, HCV inh 13µM* and AmpC inh detg -2%.
Cc1ccc(S(=O)(=O)N2CCC(=O)N(C(COCc3ccc(Cl)cc3)Cc3ccccc3)CC2)cc1 (configuration not stated) was read as Sm TGR block -4%, FBPA Giardia inh 1%, HCMV antiviral -33, AmpC inh no detg 18%, HCV inh inconclusive and AmpC inh detg -2%.
`CC(=O)c1ccc(NC(=O)C2CCCN2S(=O)(=O)c2ccc(C)cc2)cc1` (configuration not stated) gave Sm TGR block 4%, FBPA Giardia inh -1%, HCMV antiviral 24, AmpC inh no detg -22%, HCV inh -5% and AmpC inh detg inconclusive.
CCOc1cccc(-c2nc(C(N)=O)c3[nH]c(=O)n(-c4cccc(Cl)c4)c3n2)c1O was read as Sm TGR block -6%, FBPA Giardia inh 1%, HCMV antiviral -28, AmpC inh no detg -25%, HCV inh 12% and AmpC inh detg inconclusive.
For [O-]/[N+](=C\C=C\c1ccccc1)c1ccccc1 the results were Sm TGR block 0%, FBPA Giardia inh 0%, HCMV antiviral -23, AmpC inh no detg -15%, HCV inh 7% and AmpC inh detg -3%.
Screening Cc1nnc(Oc2ccccc2F)c2ccccc12 returned Sm TGR block -24%, FBPA Giardia inh 3%, HCMV antiviral 53, AmpC inh no detg 2%, HCV inh 4% and AmpC inh detg inconclusive.
Screening CCc1ccc(CCC(=O)Nc2ccc(C)cc2C)o1 returned Sm TGR block -30%, FBPA Giardia inh 0%, HCMV antiviral 3, AmpC inh no detg -16%, HCV inh -6% and AmpC inh detg 1%.
For Cc1ccc(-c2n[nH]c(=S)n2/N=C/C=C\c2ccccc2[N+](=O)[O-])cc1 the results were Sm TGR block -16%, FBPA Giardia inh inconclusive, HCMV antiviral 139, AmpC inh no detg -40%, HCV inh 4% and AmpC inh detg -1%.
CCOc1ccc(CCNC(=O)c2cnc3c(-c4ccc(F)cc4)c(C)nn3c2C)cc1 was read as Sm TGR block -9%, HCMV antiviral -23 and AmpC inh detg -6%.
`Cc1c(N=C2C=C(Br)C(=O)C(Br)=C2)c(=O)n(-c2ccccc2)n1C` gave Sm TGR block 2.8µM*, FBPA Giardia inh 14µM*, HCMV antiviral -31, AmpC inh no detg -48%, HCV inh -8% and AmpC inh detg 1%.
CS(=O)(=O)N1CCC2(CC1)OCCN2S(=O)(=O)c1ccccc1 was read as Sm TGR block -15%, HCMV antiviral -17, AmpC inh no detg -18%, HCV inh -1% and AmpC inh detg -8%.
Screening COc1ccc(Cc2n[nH]c(=S)n2Cc2ccccc2)cc1Cl returned Sm TGR block 5%, FBPA Giardia inh -4%, HCMV antiviral -5, AmpC inh no detg -26%, HCV inh -2% and AmpC inh detg 5%.
`CCOC(=O)C1CCN(c2ncnc3c2cnn3C)CC1` gave Sm TGR block -6%, FBPA Giardia inh 2%, AmpC inh no detg 7%, HCV inh 18% and AmpC inh detg -7%.

Four compounds from above, ordered by molecular weight, ascending.
`Cc1cnn(-c2cc(N/N=C/c3ccccc3)ncn2)c1` gave Sm TGR block 11%, FBPA Giardia inh 9%, HCMV antiviral 4, AmpC inh no detg -22%, HCV inh 11% and AmpC inh detg -3%.
`CCOC(=O)C1CCN(c2ncnc3c2cnn3C)CC1` gave Sm TGR block -6%, FBPA Giardia inh 2%, AmpC inh no detg 7%, HCV inh 18% and AmpC inh detg -7%.
For CCc1ccc(S(=O)(=O)Nc2c(C)nn(C)c2C)cc1 the results were Sm TGR block -1%, FBPA Giardia inh 3%, HCMV antiviral -69*, AmpC inh no detg -13%, HCV inh 13µM* and AmpC inh detg -2%.
`C#CCOCCOCCOCCNc1nc(N2CCN(C(=O)CCCCCCCCCCNC(=O)Cn3cc(C[C@@H](C)O)nn3)CC2)nc(N2CCN(C(=O)CCCCCCCCCCNC(=O)[C@H](CO)n3cc(CCCSC)nn3)CC2)n1` gave Sm TGR block 3%, HCMV antiviral -85*, AmpC inh no detg 214%[activator], HCV inh 13% and AmpC inh detg 1%.

Screening results: PubChem BioAssay, National Center for Advancing Translational Sciences (NCATS)
